Large T inhibition = SV40 large T antigen inhibitors, biochemical (AID 1903); SV40 large T antigen ATPase/helicase inhibition assay; higher % means a stronger effect; inhibition, % at 20 µM, or IC50 in µM where a hit was titrated; 310,000 tested, 0.39% active; in the data active means a potency from the dose series; inconclusive means inhibition mostly from about 32% at the one dose, without a potency; inactive means the rest, 99 in 100 with inhibition below about 32%; further: strong numbers were not always called active
GPR35 antagonists = GPR35 antagonists blocking zaprinast-driven arrestin recruitment, primary screen, imaging, U2OS, beta-arrestin-GFP, zaprinast agonist (AID 2058). G-protein coupled receptor 35 (Homo sapiens). U2OS GPR35 beta-arrestin-GFP translocation imaging, zaprinast antagonism; higher % means a stronger effect. 290,000 tested, 0.052% active. inhibition, % at 10 µM, or IC50 in µM where a hit was titrated;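 active means inhibition of at least 50% with at least 30 cells and total cytoplasm GFP at most 10,000,000; inconclusive means under 30 cells or total GFP of 10,000,000 plus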
GPR55 activation = GPR55 agonists via beta-arrestin recruitment, primary screen, imaging, U2OS cells, beta-arrestin-GFP redistribution (AID 1961). G-protein coupled receptor 55 (Homo sapiens). U2OS GPR55 beta-arrestin-GFP redistribution imaging; higher % means a stronger effect. one-dose activation, % at 10 µM; EC50 in µM for titrated hits. 290,000 tested, 0.048% active;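 active means activation above 40% with more than 50 cells counted in the well; inconclusive means wells holding fewer than 50 cells, flagged as toxic or sparse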;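 further: U2OS osteosarcoma cells stably expressing GPR55 and beta-arrestin-GFP; plate controls were DMSO negative control for no effect and LPI positive control for full effect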
NTR1 ag = agonists of NTR1, primary screen, imaging, U2OS cells, beta-arrestin-GFP, high content (AID 493036); Neurotensin receptor type 1 (Homo sapiens), P30989; NTR1-U2OS beta-arrestin-GFP spot imaging, agonist mode; activation, % at 20 µM; 330,000 tested, 0.17% active;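 active means activation at or above 40% of the spot to cytoplasm intensity ratio, with at least 20 cells analyzed; inconclusive means wells under 20 cells, flagged as cytotoxic or low count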;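 further: 0% = DMSO without peptide and 100% = 100 nM NTR1 peptide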
Target sequence (P30989 whole entry, looked up): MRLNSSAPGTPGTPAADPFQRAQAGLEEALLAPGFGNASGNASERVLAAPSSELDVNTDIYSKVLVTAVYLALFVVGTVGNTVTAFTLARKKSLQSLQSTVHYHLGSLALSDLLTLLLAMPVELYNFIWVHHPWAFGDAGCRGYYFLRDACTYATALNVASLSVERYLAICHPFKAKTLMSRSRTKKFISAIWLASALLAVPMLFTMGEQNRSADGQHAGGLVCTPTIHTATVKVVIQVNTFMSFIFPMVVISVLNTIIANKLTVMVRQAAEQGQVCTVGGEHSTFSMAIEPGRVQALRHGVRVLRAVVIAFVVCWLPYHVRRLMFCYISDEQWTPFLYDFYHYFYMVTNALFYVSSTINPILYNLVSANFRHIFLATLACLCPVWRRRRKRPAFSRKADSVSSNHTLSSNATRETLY
Yfh1-off respiration = enhancers of respiration in Yfh1-depleted yeast, dose response, Friedreich's ataxia, plus single-dose screen (AID 1465). S. cerevisiae Yfh1-off respiration, WST-1 reduction, 72 h; higher fold induction means a stronger effect. one-dose fold induction at 50 µM; EC50 in µM for titrated hits. 220,000 tested, 0.074% active;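 active means fold induction of absorbance versus untreated yeast above a set limit, then at least 30% activation at any dose in follow-up; inconclusive means repeats straddling the limit, or above it without dose testing; inactive means fold induction below the set limit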;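 further: activators that raise dye reduction in frataxin-depleted yeast; strong numbers were not always called active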
AID2073 = inhibitors of Mint1-CaV2.2 protein interaction, biochemical, HTRF (AID 2073). inhibition, % at 20 µM, or IC50 in µM where a hit was titrated. HTRF protein-protein interaction, Mint1-CaV2.2; higher % means a stronger effect. Voltage-dependent N-type calcium channel subunit alpha-1B (Homo sapiens). 290,000 tested, 0.19% active; in the data active means inhibition mostly above about 51%, no sharp cut-off; inconclusive means no clear call, values can overlap the other calls; inactive means mostly below about 53%; further: some results filed as inactive read as strong as hits
MgcRacGAP inhibition = MgcRacGAP GTPase-activating activity inhibitors, confirmation, biochemical, ADP Hunter fluorescence. AID 624330, 2012. one-dose inhibition, % at 30 µM; IC50 in µM for titrated hits. 340,000 tested, 0.6% active. MgcRacGAP-stimulated Rac1 GTP hydrolysis, ADP Hunter fluorescence; higher % means a stronger effect; GST-tagged Rac1 F28L mutant substrate;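 active means first-screen hits whose inhibition reached a set limit at any dose in the follow-up dose series; inconclusive means inhibition above the set first-screen limit but never retested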;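 further: fluorescence reports GDP produced by GAP-driven GTP hydrolysis; strong numbers were not always called active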
NS5 inhibitors = Dengue-2 NS5 methyltransferase inhibitors, primary screen, biochemical, confirmation dose response (AID 588689). Genome polyprotein (Dengue virus type 2 (strain 16681-PDK53)). Dengue-2 NS5 methyltransferase capping enzyme assay, biochemical; higher % means a stronger effect. one-dose inhibition, % at 25 µM; IC50 in µM for titrated hits. 340,000 tested, 0.3% active; in the data active means a potency from the dose series; inconclusive means inhibition above about 29% without an active follow-up result
GPR55 LPI antagonism = GPR55 antagonists blocking LPI-driven arrestin recruitment, primary screen, imaging, U2OS, beta-arrestin-GFP, LPI agonist (AID 2013). U2OS GPR55 beta-arrestin-GFP translocation imaging, LPI antagonism; higher % means a stronger effect. one-dose inhibition, % at 10 µM; IC50 in µM for titrated hits. G-protein coupled receptor 55 (Homo sapiens). 290,000 tested, 0.13% active;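 active means spots per cell inhibited over 60%, with over 100 cells counted and total cytoplasm intensity under 500,000; inconclusive means wells with under 100 cells, flagged as likely toxic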;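 further: U2OS cells stably carrying GPR55 and arrestin-GFP stimulated by 5 µM LPI near EC80; imaged beta-arrestin-GFP aggregate spots per cell after agonist stimulation; plate controls were LPI-stimulated DMSO wells for no effect and DMSO wells without LPI for full effect; some results filed as inactive read as strong as hits; confirmed hits need IC50 under 10 µM and bright autofluorescent wells are also inconclusive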
NTR1 ag cell count 20 µM = also measured in NTR1 ag; calls as there; cell count; measured here: cell count, cytotoxicity flag
An asterisk follows results filed as active; i = inactive; ? = inconclusive; · = not tested or not shown. Random draw from the library; overall some 1.7% were active at least once.

SMILES	Large T inhibition	GPR35 antagonists	GPR55 activation	NTR1 ag	NTR1 ag cell count 20 µM	Yfh1-off respiration	AID2073	MgcRacGAP inhibition	NS5 inhibitors	GPR55 LPI antagonism
Cc1csc(NC(=O)Cc2ccc(Br)cc2)n1	5.8%	0.0%	0.2%	0.0	73	·	11.1%	9.2%	-10.0%	3.2%
Cc1nonc1C1CCCN1Cc1nc(-c2ccc(F)cc2F)oc1C (stereo unspecified)	·	1.8%	-0.1%	-1.2	49	i	13.7%	10.5%	-3.0%	-8.3%
COC(=O)c1cscc1NC(C)=O	19.0%	1.5%	0.2%	0.6	54	i	-2.1%	10.7%	-2.0%	1.4%
COCCCN1C(=O)c2ccc(C(=O)OCC(=O)N(CCC#N)c3cc(C)cc(C)c3)cc2C1=O	-4.7%	·	·	-1.1	50	·	·	10.2%	0.7%	·
COc1ccc(N2CCN(C(=O)c3ccc(CNS(=O)(=O)c4cc(C)ccc4C)cc3)CC2)cc1	24.8%	-15.9%	0.2%	3.0	63	·	-4.3%	22.9%	-8.4%	8.6%
Cc1cccc(C)c1NC(=O)c1cccc(N2C(=O)C3CCC(C)CC3C2=O)c1 (stereo unspecified)	-19.3%	-11.2%	0.2%	-0.1	44	·	-0.4%	-5.0%	-1.9%	0.6%
Cc1ccc(C)c(NS(=O)(=O)c2ccc(OCC(=O)N3CCCC3)cc2)c1	10.5%	-5.1%	-0.1%	-1.2	33	i	-7.7%	5.4%	-4.0%	4.9%
C/C(=N/NC(=O)c1ccncc1)c1ccc(NC(=O)c2ccc(Cl)cc2Cl)cc1	2.8%	4.1%	-0.1%	1.6	64	·	10.9%	-4.6%	3.9%	15.2%
CCC(CO)n1c(SCc2cc(=O)oc3cc(C)ccc23)nc2ccccc2c1=O (stereo unspecified)	-4.2%	0.3%	-0.1%	3.4	73	i	2.6%	-4.2%	0.0%	0.0%
O=C(NO)c1ccc(OC(F)F)cc1	29.1%	-1.4%	-0.1%	2.6	59	·	-3.7%	?	-3.9%	11.2%
c1ccc(-c2nnc3ccc(N4CCC5(CC4)OCCO5)nn23)cc1	9.0%	23.5%	0.3%	5.5	49	i	-3.1%	8.9%	-2.4%	6.5%
COc1ccccc1OC(=O)Cc1cccc2ccccc12	1.0%	11.5%	-0.1%	1.1	60	·	15.8%	0.8%	-7.7%	15.1%
COc1ccc(-c2noc(N3CCCC(C(=O)Nc4cc(F)ccc4F)C3)n2)cc1 (stereo unspecified)	2.9%	-4.1%	-0.1%	0.8	66	·	4.9%	8.9%	-1.4%	-3.3%
COC(=O)c1cccc(NS(=O)(=O)c2ccc(OC)c(C(=O)N3CCOCC3)c2)c1C	-1.6%	4.6%	-0.2%	-0.8	38	·	-4.6%	3.8%	-3.3%	-9.4%
CC1=NOC(=O)/C1=C/c1ccc(O)cc1	?	-16.1%	0.1%	·	·	i	-8.0%	3.0%	33.3%	-11.9%
COc1ccc(OCC(=O)Nc2ccccc2C(=O)N2CCCC2)cc1	-3.0%	3.1%	-0.2%	-2.2	64	i	-1.1%	7.8%	2.2%	5.6%
CC(=O)Nc1c(O)nc(SCC(=O)Nc2ccc(C(C)=O)cc2)[nH]c1=O	-5.5%	-12.5%	0.3%	0.8	51	i	-12.6%	7.9%	4.2%	-8.2%
COc1ccc(NC(=O)c2cc(Cl)ccc2Cl)c([N+](=O)[O-])c1	4.5%	-3.4%	0.0%	1.1	41	i	-1.1%	6.0%	-5.1%	-4.4%
CCOCCCNC(=O)C(NC(=O)CNC(=O)c1ccccc1)c1ccc(OC)cc1 (stereo unspecified)	6.4%	-3.2%	-0.2%	-0.5	53	·	10.4%	9.3%	-11.6%	11.6%
CC(CC(=O)Nc1ncc([N+](=O)[O-])s1)c1ccccc1 (stereo unspecified)	3.7%	-13.6%	-0.1%	3.3	64	i	-10.0%	5.9%	-2.3%	1.0%
Cc1cc(C(=O)OCC(=O)Nc2ccc(F)cc2[N+](=O)[O-])c2ccccc2n1	2.3%	-11.3%	-0.3%	0.3	84	i	-4.1%	-4.3%	-4.5%	9.1%
Cc1cccc(C)c1NC(=O)C1(N(Cc2ccco2)C(=O)CC2NC(=O)NC2=O)CCCCC1 (stereo unspecified)	4.4%	-7.8%	0.0%	-0.4	56	i	-4.7%	3.0%	-2.4%	2.1%
O=C(CNC(=O)C1COc2ccccc2O1)N/N=C\c1ccc(Cl)cc1 (stereo unspecified)	5.2%	2.7%	-0.2%	-0.3	42	i	10.9%	5.2%	-0.8%	4.6%
C=CCN1C(=O)/C(=C/c2ccc(O)c(OC)c2)S/C1=N/c1nccs1	18.4%	-9.6%	-0.2%	0.3	45	i	41.7%	29.4%	-0.4%	9.5%
CCn1ncc(-c2cc(C(=O)O)no2)c1C	23.2%	-10.6%	-0.1%	1.3	100	i	46.9%	·	·	-7.6%
CC(=O)c1ccc(N2CCN(C(=O)c3ccc(-c4ccccc4)cc3)CC2)cc1	1.2%	10.4%	0.2%	2.6	41	·	12.8%	6.6%	0.0%	8.9%
O=C(CN(c1ccccc1)S(=O)(=O)c1ccccc1[N+](=O)[O-])Nc1ccccc1C(=O)N1CCOCC1	-0.7%	-18.4%	-0.1%	0.1	45	i	1.6%	2.5%	0.0%	-0.5%
COC(=O)c1ccc(Cl)c(NC(=O)CN2CCN(C)CC2)c1	1.4%	4.1%	0.7%	2.1	69	i	2.7%	13.3%	-2.0%	-4.6%
CC(C)CC(=O)NC(=S)NNC(=O)c1cccc([N+](=O)[O-])c1	19.3%	11.3%	-0.1%	0.7	41	i	22.4%	7.1%	-1.5%	5.3%
CC(C)(C)NC(=O)CN(CCN1CCOCC1)C(=O)CNS(=O)(=O)c1ccc(Cl)cc1	6.0%	3.7%	0.0%	-1.2	53	·	12.9%	12.7%	-5.7%	-20.5%
COc1ccc2[nH]cc(/C=C/C(=O)c3ccccc3)c2c1	15.6%	11.5%	-0.2%	4.1	53	i	0.6%	1.4%	-10.0%	16.4%
O=C(Nc1cc(N2CCOCC2)ncn1)c1ccccc1	18.1%	-1.9%	-1.0%	-0.1	36	i	-2.9%	0.1%	-2.2%	-8.1%
O=C(CC1C(=O)NCCN1C(=O)Nc1ccc(Cl)cc1)Nc1ccc(F)cc1 (stereo unspecified)	5.5%	2.6%	-0.1%	-1.1	48	i	9.8%	15.0%	-2.4%	7.1%
CCCC1=Nc2cc(C(=O)NCCCOC(C)C)ccc2Sc2ccccc21	15.7%	2.0%	-0.1%	-0.4	87	i	2.4%	3.4%	-6.6%	-14.8%
Cc1ccc2oc(-c3cccc(NC(=S)NC(=O)/C=C/c4ccco4)c3)nc2c1	23.8%	6.0%	-0.1%	11.6	55	i	22.8%	9.8%	-1.4%	7.9%
COc1ccc(C(=O)NCc2cnn(C)c2C)cc1OC1CCN(C(C)C)CC1	5.1%	7.6%	0.3%	1.0	55	·	5.4%	4.2%	-3.9%	4.3%
Cc1cccn2c(=O)c(/C=C(\C#N)C(N)=O)c(Oc3ccccc3)nc12	11.0%	-13.4%	0.3%	1.0	57	i	15.8%	10.8%	0.8%	-7.2%
CN1CCCN(CC(O)COCc2cccs2)CC1 (stereo unspecified)	16.9%	-10.8%	0.6%	-1.1	38	i	-23.3%	5.2%	-11.1%	19.9%
CCOc1ccccc1N(C(=O)c1ccccc1Cl)C1=NC(C)(C)CS1	11.3%	-8.5%	0.4%	0.6	58	i	18.9%	2.3%	-3.0%	6.7%
Cc1cccc(NC(=O)c2ccccc2NC(=O)C(C)(C)C)n1	5.6%	-5.2%	0.2%	-1.1	62	i	7.1%	-0.5%	-3.9%	-6.7%
CN(Cc1cn(-c2ccccc2)nc1-c1ccc(F)cc1)C(=O)CCC(=O)O	3.7%	10.5%	-0.2%	0.4	51	i	4.2%	4.2%	-4.4%	-3.9%
CN(C(=O)CSc1nnc(N)s1)c1c(N)n(Cc2ccccc2)c(=O)[nH]c1=O	4.0%	19.0%	-0.1%	-1.5	46	i	-13.1%	5.9%	-8.3%	6.2%
Cn1c(CCN2CCOCC2)nc2cc(NC(=O)COc3ccc(Cl)cc3)ccc21	22.9%	-9.1%	-0.2%	2.6	84	i	-0.6%	8.2%	-3.2%	0.7%
COCC(=O)N1CCC(Oc2ccc(C(=O)NC3Cc4ccccc4C3)cc2)CC1	12.6%	-13.3%	-0.1%	0.4	57	·	-1.1%	6.5%	0.7%	-2.2%
CC(=O)n1c(Cl)c(NC(=O)CCl)c2ccccc21	8.8%	3.2%	0.2%	-1.6	34	i	-3.6%	2.2%	-5.5%	4.6%
COc1ccc(N2CCN(C(=O)CCC(=O)NNc3nc4ccccc4c4nc(C)nn34)CC2)cc1	13.5%	-9.0%	-0.2%	-0.1	64	·	2.7%	13.7%	-6.2%	3.3%
COc1ccccc1NC(=O)CSc1nnc(CCNC(=O)c2ccc(C)cc2)n1C	0.1%	-8.2%	-0.1%	1.6	23	i	10.1%	-9.2%	-3.1%	-11.5%
CCOC(=O)N1CCN(S(=O)(=O)c2ccc(-n3cnnn3)cc2)CC1	-14.6%	6.0%	0.3%	1.8	50	·	7.5%	9.5%	-11.8%	-5.0%
CC(C)CNC(=O)c1cccc(NC(=O)c2ccc3c(c2)C(=O)N(C)C3=O)c1	11.0%	14.3%	-0.2%	1.8	69	·	13.1%	15.2%	·	9.4%
COc1cccc(CC(=S)N2CCOCC2)c1	12.3%	4.6%	-0.2%	·	·	i	5.6%	7.2%	-3.3%	-4.1%
Cn1c(CSc2nnc(SCc3ccccc3)s2)nc2ccccc21	·	-9.1%	-0.2%	-4.3	84	i	-10.9%	5.8%	-8.7%	8.6%
O=C(N[C@@H](Cc1ccccc1)C(=O)O)c1cccs1	7.1%	13.0%	-0.4%	2.3	38	·	-4.8%	1.9%	-1.5%	-7.5%
